# SMARCA2 activ: increases SMARCA2 function in MMTV reporter cells. AID 652017. activation, % at 9.1 µM. MG213 cells, MMTV-luciferase reporter, dexamethasone, overnight. hit rate 1% among 370,000; in the data active means activation above about 7.8%;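 further: 0% = vehicle wells and 100% = reference activator wells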
# GC-B act: GC-B (human) receptor activation | P20594 | HEK293-GC-B cells, CNP EC30, cGMP TR-FRET; 0% at EC30 CNP, 100% saturating CNP | activation, % at 10 µM | hit rate 0.11% among 370,000;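 active means activation at 10 µM reaching about 35% in either raw or pattern-adjusted values, limit read from the data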
# ASAP1 inh: blocks human ASAP1-stimulated Arf1 GTP hydrolysis; Q9ULH1; GDP FP detection; inhibition, % at 16.5 µM; hit rate 0.19% among 360,000; AID 624377; in the data active means inhibition above about 25%;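 further: 0% = vehicle with enzyme and substrate and 100% = no enzyme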
# Target sequence (Q9ULH1 325-724 limits assumed): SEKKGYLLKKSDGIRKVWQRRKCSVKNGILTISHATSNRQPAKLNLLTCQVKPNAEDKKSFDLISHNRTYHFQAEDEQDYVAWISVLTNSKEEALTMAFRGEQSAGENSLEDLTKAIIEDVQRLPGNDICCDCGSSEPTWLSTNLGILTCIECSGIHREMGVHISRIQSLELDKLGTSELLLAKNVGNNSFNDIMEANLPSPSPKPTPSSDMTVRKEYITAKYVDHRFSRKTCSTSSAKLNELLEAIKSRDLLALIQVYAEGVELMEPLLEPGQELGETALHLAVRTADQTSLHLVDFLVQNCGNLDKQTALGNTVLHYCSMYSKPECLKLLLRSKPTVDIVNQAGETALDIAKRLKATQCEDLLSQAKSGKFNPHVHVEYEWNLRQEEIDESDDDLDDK
# ARFGAP1 inhibitor: rat ARFGAP1 inhibition | hit rate 0.26% among 360,000 | AID 651572 | Arfgap1-stimulated ARF1 GTP hydrolysis, GDP FP detection | inhibition, % at 16.5 µM;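 active means inhibition above a per-plate limit, mean inhibition of low control wells plus 3 SD, cut at about 25% in these data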;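 further: 0% = DMSO wells with enzyme and 100% = wells lacking Arfgap1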
# Target sequence (Q62848 1-136 limits assumed): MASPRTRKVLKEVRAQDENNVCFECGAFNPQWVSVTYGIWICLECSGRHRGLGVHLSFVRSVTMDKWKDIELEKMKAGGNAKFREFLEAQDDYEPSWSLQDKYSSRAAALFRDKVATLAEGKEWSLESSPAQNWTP
#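 Assay system: purified rat His6-Arfgap1 residues 1-136 (GAP domain); Reagent: human Δ17 ARF1 bound to GTP; Dosing: 16.5 µM single point, 1.26% DMSO; Times: GTP hydrolysis reaction 2 h at 25 °C; Signal: FP, GDP Alexa 633 tracer displaced from anti-GDP antibody, 620/688 nm; Measure: % inhibition from polarization.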
# rCAG RNA binder: r(CAG) repeat RNA binding | TO-PRO-1 dye displacement fluorescence | inhibition, % at 3 µM | hit rate 1.3% among 370,000;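 active means inhibition above the plate cutoff, the mean of all test compounds on that plate plus 3 SD, cut at about 35% in these data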;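 further: 0% = DMSO alone and 100% = 100 µM mitoxantrone as full dye displacement; higher means more dye released from RNA so lower well fluorescence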
# NR1D1 modulator: modulators of human Rev-erb alpha DNA binding | P20393 | Rev-erbα–FITC-DNA binding, fluorescence polarization, 90 min | activity, % at 10 µM | hit rate 0.79% among 370,000 | AID 1259318;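 active means activity above about 14%, limit read from the data; passing the limit was not always enough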;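 further: 0% = DMSO wells with 35 nM protein and 100% = DMSO wells with 750 nM protein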
# NPR1 activator: GC-A (human) enzyme activation; HEK293 GC-A cells, cGMP TR-FRET, EC30 ANP; 0% at EC30 ANP, 100% saturating ANP; activation, % at 10 µM; hit rate 0.14% among 370,000; in the data active means activation above about 40%
# mABHD4 FP: ABHD4 (mouse) inhibition, primary FP screen | inhibition, % at 8.92 µM | Q8VD66 | purified mABHD4, FP-Rh probe fluorescence polarization | hit rate 0.54% among 370,000;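 active means inhibition exceeding the mean over every tested compound plus 3 SD, cut at about 30% in these data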;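 further: 0% = plate median of compound wells and 100% = S159A mutant with DMSO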
#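 assay system = mABHD4 protein | compound dosing = single nominal dose of 8.92 µM, 0.89% DMSO final | read-out basis = percent inhibition of probe binding, normalized to plate controls | schedule = Enzyme–compound pre-incubation 45 min, then probe 60 min, both 25 °C | detection = fluorescence polarization, excitation 525 nm, emission 598 nm, BODIPY TMR filters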
# HTRA1 inhibitor: HTRA1 (human) protease inhibition. inhibition, % at 5.96 µM. recombinant HTRA1, FP-rhodamine activity-based probe, fluorescence polarization. hit rate 0.5% among 340,000. Q92743; in the data active means inhibition above about 36%;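 further: 0% = enzyme with DMSO and 100% = wells lacking enzyme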
# Target sequence (Q92743 whole entry, looked up): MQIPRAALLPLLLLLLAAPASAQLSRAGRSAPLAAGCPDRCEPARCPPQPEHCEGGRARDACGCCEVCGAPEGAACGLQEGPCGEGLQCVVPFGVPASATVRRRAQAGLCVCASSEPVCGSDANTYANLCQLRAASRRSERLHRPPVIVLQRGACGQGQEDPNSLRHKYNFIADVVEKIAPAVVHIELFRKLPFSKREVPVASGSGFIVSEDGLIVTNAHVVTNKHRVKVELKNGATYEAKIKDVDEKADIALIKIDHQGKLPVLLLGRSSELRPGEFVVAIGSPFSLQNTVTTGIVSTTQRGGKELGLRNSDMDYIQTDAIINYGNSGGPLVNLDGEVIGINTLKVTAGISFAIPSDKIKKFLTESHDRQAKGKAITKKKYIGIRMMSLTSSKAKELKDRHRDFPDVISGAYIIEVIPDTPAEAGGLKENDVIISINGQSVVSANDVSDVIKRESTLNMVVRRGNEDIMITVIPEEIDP
# PG9 binder: binds the HIV-1 gp120 antibody PG9; TR-FRET gp120-PG9 antibody binding; inhibition, % at 6.7 µM; hit rate 0.43% among 360,000; AID 624416; in the data active means inhibition above about 8.5%
# Active calls of the source: *; nt = no result given.
SMILES,SMARCA2 activ,GC-B act,ASAP1 inh,ARFGAP1 inhibitor,rCAG RNA binder,NR1D1 modulator,NPR1 activator,mABHD4 FP,HTRA1 inhibitor,PG9 binder
O=C(NC(Cc1ccc2c(c1)OCO2)C(=O)NC(Cc1ccccc1)C(=O)O)c1ccccc1 (centres undefined),-3,-2,6,8,-1,3,1,-4,6,1.5
COc1cc(/C=N/NC(=O)Cc2ccccc2)cc(OC)c1OC,3,-8,2,8,-3,2,2,-6,-2,-0.7
O=S(=O)(CCC1CCCCN1)c1ccccc1 (centres undefined),-2,0,1,-1,-2,3,-1,4,-2,1.2
O=C(COc1ccc2c(c1)CCC2)NCc1cccc(Cl)c1,-2,-6,-3,-8,-6,1,0,-1,-13,-1.6
COc1ccc(CNC(=O)CCS(=O)(=O)Cc2ccc(C)cc2)c(OC)c1,1,-10,-9,2,-5,-2,-3,1,-3,1.0
CCc1cccc(C)c1NC(=O)C(c1ccccc1)N1CCC1=O (centres undefined),-3,8,-8,-10,0,2,3,-4,-5,-1.4
O=C(c1cc2ncc(Br)cn2n1)N1CCCCC1,-2,1,-4,19,-4,-4,1,-3,3,0.6
Cc1ccc(NC(=O)COC(=O)Cc2cccs2)cc1S(=O)(=O)N1CCOCC1,-1,-1,-3,-11,2,-2,2,-4,-7,1.2
CCOc1ccc(N/C=C/C(=O)c2ccccc2)cc1,7,-1,3,5,-4,-2,3,9,-6,-0.7
Fc1cnc(N2CCOCC2)nc1NCc1ccccc1,-4,4,2,-4,-6,-7,-1,1,-3,-0.8
COC(=O)[C@]12C[C@H](CC(=O)N3CCN(C(=O)C4CC4)CC3)C(=O)N(CCc3ccc(OC)c(OC)c3)C1=C[C@H](C1CCCC1)O[C@@H]2C,0,13,nt,nt,3,1,3,0,nt,nt
CC1CC(C)(C)N(C(=O)CN2CCN(C)CC2)c2ccccc21 (centres undefined),-1,7,0,2,-5,-1,0,14,7,1.1
CCOC(=O)C1=CNS(=O)(=O)NC1c1cccc(O)c1 (centres undefined),-3,3,8,1,2,-5,2,6,6,-0.7
COc1ccc2nc(NC(=O)C3CCCO3)sc2c1 (centres undefined),4,0,2,2,-2,-10,5,-2,5,-1.4
COC(=O)c1sc(N)c(C(=O)OC)c1COC(=O)CNS(=O)(=O)c1ccc(C)c(C)c1,0,-2,-9,3,4,-4,-12,-5,-7,-1.6
NC(=O)C1CCN(c2cc(Cl)nc(N)n2)CC1,-4,1,-10,-7,-2,-8,3,-1,-1,0.3
Cc1nn(C)cc1S(=O)(=O)N1CCCCC1C (centres undefined),0,3,11,-7,-2,-3,3,-3,9,-1.8
CCOCCCNC(=O)C1CCCN1C(=O)Nc1ccccc1[N+](=O)[O-] (centres undefined),-4,3,8,-4,-5,-1,-4,5,4,0.4
CC1(C)C2CCC13CS(=O)(=O)N[C@@H]3C2 (some centres undefined),5,0,5,7,4,2,1,4,3,-1.3
CCSC1=C(C#N)C(c2ccc3c(c2)OCO3)C2=C(CCCC2=O)N1 (centres undefined),-3,7,-15,1,3,0,4,-3,0,1.2
CCN1CCN(c2ccc(S(=O)(=O)N3CCCCC3)cc2NC(=O)Cc2c(Cl)cccc2Cl)CC1,-1,-2,4,1,-2,-1,-6,-4,-1,-1.1
Cc1ncc([N+](=O)[O-])n1CC(=O)N/N=C/c1ccc(F)cc1,-3,-2,4,-1,1,3,4,-5,-3,-0.8
Cc1cccc(C)c1NC(=O)CSC(=S)N1CCCC1,-3,5,-4,-7,-5,0,3,-1,-2,-0.1
COc1ccc(/C=N/Nc2nc(C)c([N+](=O)[O-])c(N(C)c3ccccc3)n2)cc1OC,0,8,-2,0,0,1,6,1,1,-0.5
Cc1cccc(C(=O)N/N=C/c2ccc(OC3CSC3)cc2)c1,-2,-4,-2,5,-1,-1,-4,-15,-10,-1.0
O=C(CN1C(=O)NC2(CCc3ccccc32)C1=O)c1cccs1 (centres undefined),-2,0,6,9,3,-1,0,-2,7,1.2
Cc1ccccc1N1CCN(C(=O)COc2cc(=O)n(C)c3ccccc23)CC1,1,-14,nt,nt,-1,-1,-9,5,nt,nt
NC(=O)C1(C(=O)O)OC1(c1ccc(Cl)cc1)c1ccccc1Cl (centres undefined),0,3,4,13,0,-2,3,0,8,-0.4
CCOC(=O)c1nc(C)n(-c2ccc([N+](=O)[O-])cc2)n1,-2,0,4,4,-2,8,-2,1,-4,-1.7
COc1ccccc1NC(=O)CSc1nc2sc(C)c(C)c2c(=O)n1C,0,1,16,-1,1,6,1,2,-6,-3.3
Fc1cc(Br)ccc1NC(=S)Nc1cccnc1,-2,4,-4,4,2,-3,4,-5,1,0.7
COc1ccc(C(=O)C2CCN(C(=S)Nc3ccc(F)cc3)CC2)cc1,-3,-2,5,0,0,-2,0,0,-8,-1.4
CCNC(=O)c1cc2c(c(-c3cccc(-c4cccnc4)c3)n1)[C@H](CCO)N(S(C)(=O)=O)C2,-5,-2,11,-6,3,-5,-2,2,nt,1.2
COCc1c(C(=O)N/N=C\c2cccnc2)nnn1-c1nonc1N,3,-1,3,7,3,-4,0,5,5,-0.4
O=C(NNC(=O)c1ccccc1Br)c1ccc(Cl)c(Cl)c1,-6,-2,-8,-10,0,5,3,-12,0,0.3
Cc1cc(C)cc(NC(=O)C2CCCN(c3nc(C)cc(C)n3)C2)c1 (centres undefined),-3,4,-8,3,-2,5,0,-2,4,0.4
COc1cc(NC2=CC(=O)CC(C)(C)C2)cc(OC)c1,-2,1,-1,5,-4,0,0,-10,-1,-2.3
NNC(=O)c1nc2ccccc2s1,2,-2,9,8,4,0,-1,-3,-2,0.2
CCc1c(O)nc(SCC(=O)N2CCc3cc(OC)c(OC)cc3[C@@H]2C)[nH]c1=O,1,-11,2,11,0,-2,-3,-8,-2,0.7
CCN1C(=O)CC(N2CCN(c3ccc(OC)cc3)CC2)C1=O (centres undefined),-3,6,-2,14,-1,-4,6,-2,1,-0.8
COC(=O)c1ccc(NC(=O)CSc2nc3cccnc3n2C)cc1,-5,3,21,-6,-2,-5,1,-3,-4,1.2
CCOc1ccc2[nH]c(=O)c(CN(CCCO)S(=O)(=O)c3ccc(F)cc3)cc2c1,-3,2,-12,-6,-1,-4,0,-6,-2,-1.9
CCCC(=O)N1CCC(CCC(=O)NC2CC2)CC1,-1,1,2,5,2,-4,4,1,-4,1.2
Cc1ccc(-c2nn[nH]n2)o1,-1,4,3,-5,3,-3,3,5,-1,-2.9
C=CCNc1nc2ccccc2nc1NS(=O)(=O)c1cccc(C)c1,-2,-3,-12,2,24,-1,-2,3,2,-3.5
Nc1ccc(C=Cc2ccc(N)cc2)cc1,0,-5,10,8,8,-4,0,1,nt,-8.6
NC(=O)CSc1ncc(-c2ccccc2)[nH]1,-1,2,-2,24,0,-6,4,-10,0,-1.7
COC(=O)c1ccccc1NC(=O)CSc1nnc(C(C)NC(=O)c2ccc(Cl)cc2Cl)n1C (centres undefined),-3,-17,-6,-14,-2,-1,-16,0,2,-0.8
O=S(=O)(Nc1ccc(N2CCOCC2)cc1)c1ccccc1,-2,-6,0,-3,-2,0,3,4,-3,-1.7
O=C(Cn1cnc2ccccc21)c1ccccc1,1,2,10,14,-1,3,3,2,12,-1.1
COc1cc(NC(=S)NCCCO)c(OC)cc1Cl,0,-3,-5,-16,2,3,2,-1,1,1.5
CCOC(=O)c1sc2nc(-c3cccnc3)ccc2c1N,1,1,0,-2,4,0,11,2,0,1.7
O=C(CCn1c2c(c3ccccc31)CCCC2)NNC(=O)c1ccccc1[N+](=O)[O-],-1,1,-7,14,7,6,-3,0,2,-1.3
O=c1c2ccccc2nc(/C=C/c2c[nH]c3ccccc23)n1-c1ccc([N+](=O)[O-])cc1,-2,2,-6,-4,3,-3,-6,2,6,-1.9
CC(C)(NS(=O)(=O)OCC(Cl)(Cl)Cl)c1ccccc1,-1,2,-13,7,-1,-5,-1,1,3,-1.1
CC(Cc1ccccc1)C(=O)NCc1nc2ccccc2s1 (centres undefined),1,0,-13,-3,0,-1,-1,4,-3,0.5
O=C(NCc1ccccc1)C1=C[C@@H](c2ccc3c(c2)OCO3)C[C@@H](OCCCCO)O1,-1,1,2,-4,8,-1,2,8,-5,-0.6
Cc1nc(-c2ccc(Cl)cc2)sc1C1(C)CC(c2ccc(C#N)cc2)=NO1 (centres undefined),2,0,2,-8,3,-8,2,-18,-34,0.2

# Compounds shown so far that have an aryl methoxy group, in the order listed:
SMILES,SMARCA2 activ,GC-B act,ASAP1 inh,ARFGAP1 inhibitor,rCAG RNA binder,NR1D1 modulator,NPR1 activator,mABHD4 FP,HTRA1 inhibitor,PG9 binder
COc1cc(/C=N/NC(=O)Cc2ccccc2)cc(OC)c1OC,3,-8,2,8,-3,2,2,-6,-2,-0.7
COc1ccc(CNC(=O)CCS(=O)(=O)Cc2ccc(C)cc2)c(OC)c1,1,-10,-9,2,-5,-2,-3,1,-3,1.0
COC(=O)[C@]12C[C@H](CC(=O)N3CCN(C(=O)C4CC4)CC3)C(=O)N(CCc3ccc(OC)c(OC)c3)C1=C[C@H](C1CCCC1)O[C@@H]2C,0,13,nt,nt,3,1,3,0,nt,nt
COc1ccc2nc(NC(=O)C3CCCO3)sc2c1 (centres undefined),4,0,2,2,-2,-10,5,-2,5,-1.4
COc1ccc(/C=N/Nc2nc(C)c([N+](=O)[O-])c(N(C)c3ccccc3)n2)cc1OC,0,8,-2,0,0,1,6,1,1,-0.5
COc1ccccc1NC(=O)CSc1nc2sc(C)c(C)c2c(=O)n1C,0,1,16,-1,1,6,1,2,-6,-3.3
COc1ccc(C(=O)C2CCN(C(=S)Nc3ccc(F)cc3)CC2)cc1,-3,-2,5,0,0,-2,0,0,-8,-1.4
COc1cc(NC2=CC(=O)CC(C)(C)C2)cc(OC)c1,-2,1,-1,5,-4,0,0,-10,-1,-2.3
CCc1c(O)nc(SCC(=O)N2CCc3cc(OC)c(OC)cc3[C@@H]2C)[nH]c1=O,1,-11,2,11,0,-2,-3,-8,-2,0.7
CCN1C(=O)CC(N2CCN(c3ccc(OC)cc3)CC2)C1=O (centres undefined),-3,6,-2,14,-1,-4,6,-2,1,-0.8
COc1cc(NC(=S)NCCCO)c(OC)cc1Cl,0,-3,-5,-16,2,3,2,-1,1,1.5

# Source: PubChem BioAssay
